EPAC2 antagonist – qHTS for Antagonist of cAMP-regulated guanine nucleotide exchange factor 2 (EPAC2): primary screen | EPAC2 GEF exchange of Rap1B-BODIPY-GDP, fluorescence | Potency, µM (top dose mostly 114 µM), inactives show at the top dose activity, negative = inhibition, actives largely listed as inhibitors | hit rate 0.18% among 360,000 | AID 720708, 2013; further: on the % scale 0 is the no-effect control and ±100 the full control effect; nearly all actives have a fitted effect of over 45% in size; many of its hits are not listed in these tables
FUS yeast rescue – qHTS for Suppressors of FUS Proteinopathy: Primary screen using FUS-linked yeast assay; S. cerevisiae FUS-expressing, growth rescue, OD600, 24 h; Potency, µM (series often up to 76.6 µM), inactives show top-dose growth rescue (activation), usual class: activators; AID 1347120, 2019; hit rate 0.24% among 390,000;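 further: plate controls were DMSO vehicle for no effect and reference control for full effect; nearly all actives have a fitted effect of over 55% in size; some results filed as inactive show a strong effect at the top dose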
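Cultures pregrown in 2.5% raffinose medium are shifted to minimal medium containing 2% galactose to express toxic FUS. Compounds are tested at several concentrations. After 24hr at 30C, growth is quantified at 600 nm absorbance.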
EPAC2 agonist – qHTS for Agonist of cAMP-regulated guanine nucleotide exchange factor 4 (EPAC2): primary screen | EPAC2 activation, biochemical qHTS; response scale: 100% = 6.5 mM cAMP response | Potency, µM (series often up to 154 µM), inactives show at the highest dose activation, usual class: activators | hit rate 0.079% among 360,000 | AID 720711, 2013; further: nearly all actives have a fitted effect of over 50% in size
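Exchange assay: 100 nM EPAC2 with 250 nM Rap1B-BODIPY-GDP and 50 uM GDP. Fluorescence (ex 480/em 540 nm) read every 5 min for 30 min at room temperature. Data normalized to 6.5 mM cAMP as agonist control.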
PTHR1 agonist – qHTS for PTHR1 Agonists: Primary Screen; Parathyroid hormone/parathyroid hormone-related peptide receptor (Homo sapiens), Q03431; HEK293 GP2 PTHR1 cells, GloSensor cAMP luminescence, 1 h; Potency, µM (doses to about 115 µM), for the others: at the top dose activation, actives largely listed as activators; hit rate 0.075% among 410,000; further: nearly all actives have a fitted effect of over 55% in size; some results filed as inactive show a strong effect at the top dose; inactives centre near -15; many of its hits are not listed in these tables
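HEK-293-derived GP2 cells expressing PTHR1 and a GloSensor cAMP reporter, 3,000/well, plated overnight, given luciferin plus IBMX (each 0.5 mM as added) for 1 h at 37 °C, then compound for 1 h at 37 °C. Luminescence was read after 15 min at room temperature.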
aSyn yeast inh – qHTS of alpha-syn Inhibitors. AID 652106, 2013. hit rate 0.14% among 370,000. Potency, µM (doses to about 46.1 µM), without a hit: at the highest dose growth rescue (activation), actives largely listed as activators. Yeast expressing alpha-synuclein, growth rescue, BacTiter-Glo, 24 h; further: % of control where 0% means no effect; nearly all actives have a fitted effect of over 65% in size
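Readout is rescue of growth in alpha-synuclein-expressing yeast, so inhibitors of toxicity appear as activators. Growth after 24 hr at 30 deg C in galactose medium is quantified by luminescence.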
EPAC1 agonist – qHTS for Agonist of cAMP-regulated guanine nucleotide exchange factor 3 (EPAC1): primary screen; Rap guanine nucleotide exchange factor 3 (Homo sapiens), O95398; EPAC1 agonist qHTS, biochemical assay; response scale: 100% = response to 6.5 mM cAMP; Potency, µM (titrated, usually from 154 µM), inactives show at the highest dose activation, actives largely listed as activators; hit rate 0.073% among 360,000; further: nearly all actives have a fitted effect of over 60% in size
Target sequence (O95398 whole entry, looked up): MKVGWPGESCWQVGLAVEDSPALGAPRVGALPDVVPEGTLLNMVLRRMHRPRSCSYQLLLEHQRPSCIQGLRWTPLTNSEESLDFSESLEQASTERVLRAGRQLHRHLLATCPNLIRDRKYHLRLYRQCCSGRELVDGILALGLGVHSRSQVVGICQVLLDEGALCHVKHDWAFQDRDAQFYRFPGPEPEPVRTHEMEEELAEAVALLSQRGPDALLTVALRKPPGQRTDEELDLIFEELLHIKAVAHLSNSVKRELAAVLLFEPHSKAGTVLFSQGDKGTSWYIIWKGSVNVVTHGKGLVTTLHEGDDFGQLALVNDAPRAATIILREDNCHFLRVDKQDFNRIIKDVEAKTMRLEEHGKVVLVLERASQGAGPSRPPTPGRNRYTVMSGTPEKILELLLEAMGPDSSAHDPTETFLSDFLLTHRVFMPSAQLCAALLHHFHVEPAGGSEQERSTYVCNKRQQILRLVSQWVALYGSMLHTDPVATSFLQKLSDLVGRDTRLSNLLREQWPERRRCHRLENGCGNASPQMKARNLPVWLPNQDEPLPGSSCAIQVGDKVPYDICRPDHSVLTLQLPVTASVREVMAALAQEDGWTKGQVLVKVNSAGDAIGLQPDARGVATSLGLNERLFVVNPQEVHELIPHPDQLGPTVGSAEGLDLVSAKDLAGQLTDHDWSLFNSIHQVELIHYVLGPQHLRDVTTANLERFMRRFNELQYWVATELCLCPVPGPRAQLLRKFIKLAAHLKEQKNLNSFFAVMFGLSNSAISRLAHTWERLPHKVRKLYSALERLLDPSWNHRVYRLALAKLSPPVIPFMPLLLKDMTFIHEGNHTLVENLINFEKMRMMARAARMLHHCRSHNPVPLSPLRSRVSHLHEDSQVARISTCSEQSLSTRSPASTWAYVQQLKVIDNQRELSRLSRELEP
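EPAC1 100 nM, Rap1B–BODIPY-GDP 250 nM, unlabeled GDP 50 uM; compound titration; 5 min RT; kinetic read ex480/em540 at 5-min intervals ×30 min; data normalized to 6.5 mM cAMP agonist control.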
EPAC1 antag – qHTS for Antagonist of cAMP-regulated guanine nucleotide exchange factor 3 (EPAC1): primary screen. Rap guanine nucleotide exchange factor 3 (Homo sapiens), O95398. Potency, µM (series often up to 115 µM), without a hit: at the highest dose activity change, negative = inhibition, most hits filed as inhibitors. EPAC1 GEF assay, Rap1b-BODIPY-GDP exchange fluorescence. hit rate 0.14% among 360,000;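 further: plate controls were vehicle for no effect and positive control for full effect; nearly all actives have a fitted effect of over 50% in size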
TDP-43 yeast inh – qHTS of TDP-43 Inhibitors; TDP-43 expressing yeast growth rescue, BacTiter-Glo, 24 h; Potency, µM (doses to about 46.1 µM), inactives show at the highest dose growth rescue (activation), most hits filed as activators; hit rate 1.8% among 410,000; AID 652104, 2013; further: % of control where 0% means no effect; nearly all actives have a fitted effect of over 50% in size
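Luminescence from BacTiter-Glo reports growth of TDP-43-expressing yeast after 24 hr at 30 deg C with compound. Cells were raffinose-pregrown to mid-log, then seeded in galactose medium at OD600=0.02.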
Starred values were filed as active, the others as inactive; i = inactive; ? = inconclusive; / = not tested or not shown; & = joins results of further samples; [ ] = dose if it differs, or a comment. The call rests on the fitted dose curve; in most records, active means well fitted curve in the direction sought with a large enough effect; inconclusive means small, poorly fitted or top-dose-only effect, or another doubt; inactive means no such curve, though single readings can be large; an effect the other way counts as inactive or inconclusive. Potency means the concentration at half of the fitted maximal effect. Some of the compounds tested, so the mix of outcomes need not match the whole.

SMILES	EPAC2 antagonist	FUS yeast rescue	EPAC2 agonist	PTHR1 agonist	aSyn yeast inh	EPAC1 agonist	EPAC1 antag	TDP-43 yeast inh
Cc1ccc([C@H]2C[C@@H](n3cc(COC(=O)c4ccccc4)nn3)[C@H](O)CN2C(=O)c2cccs2)cc1	-5%	42%	12%	i	6%	6%	-6%	27%
O=C(Nc1cccc(-c2ccc(F)cc2)c1)C1CCCN(C(=O)c2cscn2)C1 (centres undefined)	-14%	26%	15%	-22%	2%	4%	-16%	11%
CCCCNC(=O)c1cc2c(=O)n3cccc(C)c3nc2n(CCN2CCOCC2)c1=N	0%	/	3%	i	7%	4%	0%	17%
CC(C)Oc1ccc(C(=O)Nc2ccc(N3CCCCC3)cc2)cc1	-5%	5%	9%	i	-3%	5%	-22%	-16%
Cc1ccc(/C=N/NC(=O)Cn2cnc3ccccc32)o1	-12%	27%	1%	-28%	2%	8%	-7%	5%
O=C(N/N=C/c1ccc(OC(=O)c2ccccc2)cc1)c1cccc(O)c1	1%	-9%	2%	-30%[inhibitor]	2%	0%	11%	-9%
COc1ccc(-c2nn(-c3ccccc3)cc2C(=O)O)cc1N	-4%	1%	6%	-90%[inhibitor]	-2%	0%	?	6%
Cc1cc(=O)c(C(=O)O)nn1-c1ccccc1C(F)(F)F	1%	-14%	4%	-3%	-1%	2%	-18%	-5%
O=C(COc1ccc(S(=O)(=O)NC2CCCCC2)cc1)NC1CCCCC1	-2%	-29%	-4%	-14%	9%	1%	0%	6%
COc1ccc(N2CC(C(=O)Nc3cccc(C)n3)CC2=O)cc1 (centres undefined)	12%	-13%	4%	-21%	1%	0%	24%	-6%
COc1ccc(CNC(=O)CN(C)S(=O)(=O)c2ccc3c(c2)n(C)c(=O)c(=O)n3C)cc1	6%	6%	-6%	i	-2%	-5%	-20%	-3%
COc1ccc(-c2csc3ncnc(Oc4cccc5ccc(C)nc45)c23)cc1	-14%	/	1%	-16%	15%	9%	-5%	0%
COc1ccc(NC(=O)CCS(=O)(=O)c2ccc3c(c2)CCCN3C(C)=O)cc1Cl	-2%	7%	5%	i	0%	6%	3%	-14%
CC1CC(=O)Nc2ccccc2N1S(=O)(=O)c1ccc(Cl)cc1 (centres undefined)	1%	0%	11%	-9%	-3%	2%	-9%	-2%
COc1ccc2[nH]c(C(=O)O)c(NS(=O)(=O)c3ccc(OC)c(OC)c3)c2c1	2%	23%	2%	-7%[57.5 µM]	-3%	0%	-3%	14%
COc1ccc(-c2cc(-n3c(C(F)(F)F)nc4ccccc43)n(CCC#N)n2)cc1	-18%	?	5%	i	12%	14%	?	?
C/C(=C\C(=O)c1ccccc1)NNC(=O)c1ccc(Cl)cc1	-8%	24%	-2%	i	-1%	12%	-8%	-4%
O=C1C2C3C=CC(CC3)C2C(=O)N1c1ccc([N+](=O)[O-])cc1 (centres undefined)	-2%	-2%	-2%	-19%	-14%	6%	12%	21%
O=C(NCC1CCCO1)C(c1ccncc1)N(Cc1cccs1)C(=O)CN1C(=O)c2ccccc2S1(=O)=O (centres undefined)	-3%	12%	0%	i	1%	2%	4%	16%[9.22 µM]
COCc1cc(C)nc2sc(C(=O)NN)c(-n3cccc3)c12	-9%	25%	5%	-11%	-5%	0%	-4%	17%
Cc1ccc(Cl)c(OCCCCN(C)Cc2ccccc2)c1	5%	12%	5%	-6%[57.5 µM]	-9%	-10%	5%	-7%
COC(=O)CCCC1=CC2=C(c3ccccc3)C(=O)C(C)(OC(=O)C3CCCC3)C(=O)C2=CN1C1CC1 (centres undefined)	13%	7%	7%	9%	-2%	-1%	-6%	-3%
CCc1ccc(/C=N/NC(=O)c2cc(C3CC3)nc3ccc(Br)cc23)s1	12%	46%	-6%	?	21%	-4%	-2%	-6%
CCOc1ccc(Nc2nc(N)c([N+](=O)[O-])c(N3CCOCC3)n2)cc1	-3%	11%	5%	i	0%	9%	-15%	3%
CNS(=O)(=O)c1ccc2nc(NC(=O)/C=C/c3ccco3)sc2c1	-3%	26%	-3%	-18%	-6%	-2%	-2%	-1%

Additional structures
SMILES	EPAC2 antagonist	FUS yeast rescue	EPAC2 agonist	PTHR1 agonist	aSyn yeast inh	EPAC1 agonist	EPAC1 antag	TDP-43 yeast inh
COc1ccc(CC(=O)N/N=C(\C)CC(=O)Nc2ccc3c(c2)OCCO3)cc1OC	6%	20%	7%	i	14%	-10%	-6%	-4%
c1ccc2c(c1)Oc1ccccc1S2	-25%	-19%	9%	-1%	0%	-1%	-7%	22%
COc1ccc(-c2noc(CSc3nnc(-c4ccncc4)n3-c3ccc(F)cc3)n2)cc1OC	-2%	14%	10%	i	7%	11%	11%	-21%
CC(C)c1c(C(=O)N/N=C/c2ccccc2OCc2c(F)cccc2Cl)nnn1-c1nonc1N	7%	4%	11%	-46%	0%	9%	-2%	7%
NS(=O)(=O)OCCCCCc1ccccc1	-14%	-3%	8%	-25%	6%	1%	8%	0%
COc1ccc(S(=O)(=O)N2CCN(Cc3ccc(OC)c(OC)c3)CC2)cc1	-17%	11%	11%	-23%	-10%	0%	-19%	-19%
COCCN(C(=O)CNC(=O)c1cccs1)C(C(=O)NC(C)(C)C)c1ccccc1 (centres undefined)	-4%	15%	11%	-3%	-1%	3%	12%	8%
N#CCc1nn(-c2ccc(Cl)cc2)c(N)c1C#N	8%	8%	-7%	i	2%	0%	-13%	9%
C=CCOc1cccc(C2C(C(=O)c3ccco3)=C(O)C(=O)N2Cc2ccco2)c1 (centres undefined)	-12%	?	-2%	i	-7%	2%	4%	6%
CCOc1cc2c(C#N)c(N3CCCC3)nc(N)c2c(N)n1	-9%	5%	-6%	4%	1%	-8%	0%	1%
O=C(NC1CCCCC1)N1CCC(c2nc3ccc(Cl)cc3[nH]2)CC1	-1%	27%	4%	-22%[57.5 µM]	4%	6%	-16%	-3%
O=c1c(C=NCc2cccnc2)c(C(F)(F)F)[nH]n1-c1nc2ccccc2s1	-6%	21%	-5%	-27%	-26%	0%	4%	-16%[0.397 µM]
O=C(CSc1nnc(Cc2ccccc2)o1)Nc1cccc(F)c1	-8%	0%	16%	i	12%	3%	0%	?
Cc1cc(C(=O)N(C)C2CCCCC2)no1	-2%	-8%	8%	-35%[inhibitor]	8%	10%	2%	11%
CCC(CC)c1nnc(NC(=O)CN2C(=O)C3C4C=CC(C4)C3C2=O)s1 (centres undefined)	-6%	14%	0%	i	11%	8%	-14%	-8%
Cc1[nH]c2ccccc2c1C(=O)C(=O)Nc1ccc2c(c1)OCCO2	-1%	13%	16%	i	-6%	-10%	-11%	-5%
CCC(C)NC(=O)Nc1ccccc1C (centres undefined)	7%	-15%	4%	-18%[57.5 µM]	-7%	-2%	-6%	8%
CCc1c(O)nc(SCC(=O)Nc2ccccc2C)[nH]c1=O	9%	16%	-3%	-10%[57.5 µM]	-10%	-1%	12%	-7%
CCCN(CCC)C(=O)C1CC(=O)OC12CCOC(C)(C)C2 (centres undefined)	18%	/	-1%	i	7%	-1%	14%	-11%
O=[N+]([O-])c1ccc(/C=N/N2CCN(Cc3ccccc3)CC2)cc1	-18%	-5%	10%	-31%[inhibitor]	0%	25%	2%	22%
Cc1ccc(C(=O)NNC(=O)Cc2nc3nc(C)cc(C)n3n2)cc1	6%	-20%	10%	i	-5%	3%	-11%	13%
COc1ccc(C(CC(=O)Nc2cc(OC)cc(OC)c2)n2cccc2)cc1 (centres undefined)	-3%	19%	19%	-27%	0%	7%	-27%	20%
CCOC(=O)c1cc2nc(Nc3ccc(OC)cc3)sc2s1	10%	21%	0%	-2%[57.5 µM]	0%	0%	-4%	-7%
Cc1oc2ccc(O)cc2c1C(=O)c1ccc(Br)cc1	-24%	12%	16%	-10%	7%	-4%	-7%	?
S=C(NCc1ccccc1)NCc1cccc(Cl)c1	-15%	-13%	6%	-5%	3%	12%	-12%	29%

Later entries
SMILES	EPAC2 antagonist	FUS yeast rescue	EPAC2 agonist	PTHR1 agonist	aSyn yeast inh	EPAC1 agonist	EPAC1 antag	TDP-43 yeast inh
CC(C)C(=O)NC(=S)Nc1ccccc1C(=O)NC1CCCCC1	11%	/	-10%	-7%	8%	-1%	-15%	24%
C=CCOC(=O)C1=C(C)NC(SCC(=O)N(CC)CC)=C(C#N)C1c1ccco1 (centres undefined)	?	5%	11%&8%	-30%	-10%&5%	-2%&0%	?	-10%&13%
Cc1ccc(Cl)cc1NC(=S)N(CCCN1CCN(C)CC1)Cc1cccs1	5%	0%	1%	-29%	1%	2%	?	-17%
CCCCOc1ccc(-c2nc(=S)[nH][nH]2)cc1	-11%	60%	-1%	-34%	-1%	7%	-5%	4%
O=C(NC(O)C(=O)c1cccs1)c1cccnc1 (centres undefined)	-1%	-17%	6%	-17%[57.5 µM]	12%	14%	6%	1%
CC(=O)/C=C/c1ccc2ccccc2n1	2%	-25%	8%	-16%[57.5 µM]	-21%	8%	-9%	-21%
Cn1c(=O)c2c(ncn2CC(=O)N2CCN(c3ccc([N+](=O)[O-])cc3)CC2)n(C)c1=O	3%	-19%	1%	-22%	1%	-2%	3%	6%
COc1ccccc1N(C)S(=O)(=O)c1ccc(Cl)c(C(=O)NCC2(N(C)C)CCCCC2)c1	-12%	17%	7%	i	-3%	16%	-8%	0%
CCOC(=O)c1cnn(-c2ccccc2)c1-n1cccc1	4%	-3%	-2%	-18%	3%	-3%	5%	17%
Cc1cccc(Cc2ncc(C(F)(F)F)cc2Cl)c1	-9%	-24%	-4%	i	-1%	5%	0%	8%

Screening data: PubChem BioAssay, National Center for Advancing Translational Sciences (NCATS)
